# PKA-R2B activ = activators of PKA-R2B holoenzyme, primary screen, biochemical, fluorescence polarization, Cy5-IP20, human; cAMP-dependent protein kinase catalytic subunit beta (Homo sapiens) + cAMP-dependent …; PKA-R2B holoenzyme dissociation; R2B truncated from residue 108, S112A mutant; 0% DMSO only, 100% 113 µM cGMP; activation, % at 11.4 µM; hit rate 0.079% among 340,000;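 active means activation above a cutoff set at the mean over all compounds plus 3 SD, cut at about 18% in these data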;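 further: higher means more holoenzyme dissociation and a rise in polarization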
# Target sequence (P31323 whole entry, looked up, other chains not shown, the tested form may be a part): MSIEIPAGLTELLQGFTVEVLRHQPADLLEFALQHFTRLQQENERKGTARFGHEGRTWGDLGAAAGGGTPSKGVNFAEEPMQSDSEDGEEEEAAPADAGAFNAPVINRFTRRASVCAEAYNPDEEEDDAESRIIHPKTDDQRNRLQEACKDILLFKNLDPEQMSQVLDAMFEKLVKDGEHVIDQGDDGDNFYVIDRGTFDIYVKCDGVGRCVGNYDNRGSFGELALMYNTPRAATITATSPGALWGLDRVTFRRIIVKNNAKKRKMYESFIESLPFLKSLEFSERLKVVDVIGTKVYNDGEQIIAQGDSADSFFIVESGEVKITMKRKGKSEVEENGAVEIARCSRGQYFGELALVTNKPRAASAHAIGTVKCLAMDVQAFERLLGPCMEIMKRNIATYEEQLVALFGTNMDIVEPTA
# E coli growth = E. coli V3065 growth inhibition, primary screen, counter-screen for AddAB inhibitor project, absorbance, OD600 | 18 h | inhibition, % at 11.9 µM | hit rate 0.27% among 330,000;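 active means inhibition above the campaign's mean inhibition across all tested compounds plus 3 SD, cut at about 9.9% in these data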;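 further: uninfected addAB+ strain grown without phage in ampicillin broth; 0% = DMSO wells and 100% = ciprofloxacin 0.95 µg/ml wells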
# PKA-R1A activ = activators of PKA-R1A holoenzyme, primary screen, biochemical, fluorescence polarization, Cy5-IP20, bovine R1A, mouse PKAc. cAMP-dependent protein kinase type I-alpha regulatory subunit (Bos taurus) + …. PKA-R1A dissociation; scaled: DMSO 0%, 113 µM cGMP 100%. activation, % at 11.4 µM. hit rate 0.083% among 340,000. AID 504707, 2011;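 active means percent activation above the mean of all tested compounds plus 3 SD, cut at about 19% in these data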;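 further: higher means more PKAc released from R1A so a rise in polarization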
# AddAB inh = growth inhibition of E. coli expressing H. pylori AddAB, primary screen, AddAB inhibitor project, absorbance | inhibition, % at 11.9 µM | hit rate 0.29% among 330,000; in the data active means inhibition above about 12%;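 further: 0% = vehicle wells of infected cells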
# HTR5A inv ag = HTR5A inverse agonists in luminescence cell assay, primary screen, counter-screen for OPRM1-OPRD1 heterodimer inverse agonist project, full-deck HTS; HTR5A cell line, inverse agonism; inhibition, % at 9.3 µM; hit rate 0.083% among 340,000; AID 504634, 2011; in the data active means inhibition mostly above about 23%, no sharp cut-off; inactive means mostly below about 18%;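 further: 0% = cells with DMSO and 100% = no-cell wells with DMSO; some compounds called inactive have numbers as strong as hits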
# Target sequence (P47898 whole entry, looked up): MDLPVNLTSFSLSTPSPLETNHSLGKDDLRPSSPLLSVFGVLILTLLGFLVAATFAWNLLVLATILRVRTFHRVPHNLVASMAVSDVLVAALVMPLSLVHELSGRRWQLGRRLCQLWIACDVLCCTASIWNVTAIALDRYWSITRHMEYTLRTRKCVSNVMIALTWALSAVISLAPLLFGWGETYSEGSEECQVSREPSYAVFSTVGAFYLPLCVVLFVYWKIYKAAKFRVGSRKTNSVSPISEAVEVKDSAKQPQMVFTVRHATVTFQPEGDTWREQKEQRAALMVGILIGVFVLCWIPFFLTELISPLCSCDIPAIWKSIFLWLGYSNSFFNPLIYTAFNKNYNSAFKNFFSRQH
# MOR-DOR inv ag = inverse agonists of MOR-DOR heterodimerization, primary screen, cell-based, luminescence; Mu-type opioid receptor (Homo sapiens) + Delta-type opioid receptor (Homo sapiens), …; cell-based MOR-DOR heterodimer luminescence, inverse agonism; inhibition, % at 9.3 µM; hit rate 0.21% among 340,000; AID 504357, 2011; in the data active means inhibition above about 22%, passing the limit was not always enough;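 further: 0% = cells with DMSO and 100% = wells without cells with DMSO; values of inactives mirror those of a sister screen read the other way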
# OPRM1-OPRD1 ag = agonists of OPRM1-OPRD1 heterodimerization, primary screen, cell-based, luminescence; hit rate 0.3% among 340,000; activation, % at 9.3 µM; cells; in the data active means activation above about 18%;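 further: 0% = vehicle-treated cells and 100% = reference agonist; values of inactives mirror those of a sister screen read the other way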
# phage Ecoli inh = growth loss of phage-infected E. coli, primary screen, RecBCD inhibitor project, absorbance, with phage, HTS. hit rate 0.26% among 360,000. inhibition, % at 11.9 µM; in the data active means inhibition above about 11%
# Tat transport = E. coli Tat export inhibitors, primary screen, MC4100, TorA-mCherry reporter, fluorescence, single point. inhibition, % at 10 µM. hit rate 0.036% among 340,000. AID 488895, 2010;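 active means mean replicate inhibition at least 50% and at least half of replicates individually reaching 50%; inconclusive means only one of the two criteria met; inactive means neither criterion met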;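 further: exported cargo escapes ClpAP degradation while cytoplasmic cargo is degraded and loses fluorescence; 0% = median of neutral control wells and 100% = median of NaSCN control wells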
# PfHsp90 set2 = growth inhibition of PfHsp90-expressing yeast, primary screen, antimalarial PfHsp90 inhibitor project, S. cerevisiae, BacTiter-Glo luminescence, single point, set 2. hit rate 0.32% among 310,000. BacTiter-Glo ATP, 48 h; yeast lacking PDR1 and PDR3 efflux regulators. AID 504621, 2011. inhibition, % at 9.4 µM;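 active means every replicate shows inhibition above about 80%, whatever the replicate mean, limit read from the data; inconclusive means mean inhibition reaches the set limit but some replicate falls short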;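 further: 0% = DMSO neutral controls and 100% = 20 µM radicicol positive controls; yeast relying on Plasmodium falciparum Hsp90 in place of its own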
# Mot1-301 SUMO = yeast Mot1-301 growth rescue at high temperature, primary screen, SUMOylation pathway inhibitor project, S. cerevisiae, ATP luminescence, 38.5C; S. cerevisiae Mot1-301 growth rescue; percent above DMSO median, 100 means doubled; growth rescue, % at 18.8 µM; hit rate 1% among 320,000;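 active means every valid replicate shows activation above 250% relative to neutral control wells; inactive means the rest, any valid replicate at or below 250%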;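 further: OY570 slx delta 5 strain wells were the positive control but not used for scaling; some compounds called inactive have numbers as strong as hits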
# Numbers without * were called inactive; ? = inconclusive; . = not tested or not shown.
SMILES,PKA-R2B activ,E coli growth,PKA-R1A activ,AddAB inh,HTR5A inv ag,MOR-DOR inv ag,OPRM1-OPRD1 ag,phage Ecoli inh,Tat transport,PfHsp90 set2,Mot1-301 SUMO
COc1ccc(OC)c(S(=O)(=O)NCC(c2ccc(F)cc2)N2CCN(C)CC2)c1 (stereo unspecified),1,-0.2,-11,-0.6,18,17,-3.6,2.2,11,-19,126
CC1=NN(c2ccc(C)cc2)C(=O)/C1=C\C=C\c1ccccc1,-10,-0.4,-12,4.7,-2,1,-0.1,4.2,-5,2,-12
CCN(CC(=O)Nc1cc(Cl)ccc1C)C(=O)c1ccc(=O)n(Cc2ccccc2)n1,0,1.7,1,1.6,3,25,-7.5,-2.6,3,-15,2
CN(C)S(=O)(=O)c1cc(NC2CC(=O)N(c3ccc(F)cc3)C2=O)ccc1Cl (stereo unspecified),6,1.1,10,6.2,3,7,-1.6,2.7,-1,-5,-2
COCCN1C(=O)C(=O)/C(=C(/O)c2ccc(S(=O)(=O)N3CCOCC3)cc2)C1c1cccc(Cl)c1 (stereo unspecified),-1,1.5,-13,1.0,-4,-2,0.4,1.1,-3,-16,31
COc1ccc(CNN2CCCCC2C(=O)Nc2ccc(OC)c(OCC(C)C)c2)cc1OC (stereo unspecified),7,-1.6,-1,0.2,8,18,-3.5,2.3,4,1,-17
CCn1c(=S)sc2c(=O)n(CC(=O)Nc3cccc(Cl)c3)c(C)nc21,3,4.9,14,2.9,15,-21,4.1,5.5,-1,0,28
CSCCC(NS(=O)(=O)c1ccc(C)cc1)C(=O)Nc1ccc(C)cn1 (stereo unspecified),-4,2.2,7,1.0,-6,4,-0.7,1.5,-16,.,-10
COC(=O)c1cc(S(=O)(=O)Nc2ccc(C)c(F)c2)c[nH]1,-8,0.5,-6,2.7,-14,7,-1.2,2.7,18,5,-5
Cc1cc2c(cc1S(=O)(=O)NCc1ccccc1)NC(=O)CO2,2,0.8,0,-0.1,1,6,-1.0,5.2,-5,.,-11
CN(C)S(=O)(=O)n1cc(/C=C(\NC(=O)c2ccccc2)C(=O)NCCN2CCOCC2)c2ccccc21,-1,0.5,-7,5.7,3,15,-2.8,-0.2,2,4,-1
Cc1ccccc1OCC(O)COc1ccccc1C,5,.,-14,.,3,-7,1.4,-1.0,2,6,.
COc1ccc(CNS(=O)(=O)c2c(C(=O)N3CCCCCC3)c(C)n(C)c2C)cc1,16,-0.8,-6,1.3,7,0,0.1,-0.7,6,-28,4
Nc1cc(=O)[nH]c(SCC(=O)Nc2ccccc2Sc2ccccc2)n1,-2,2.6,-5,1.7,-4,8,-1.6,-0.5,5,1,10
O/N=C/c1cc(Cl)ccc1OCc1ccccc1Cl,-2,0.2,10,-1.3,-32,-33,5.6,2.5,5,-11,-28
O=C(Cn1cc(C(=O)C2CC2)c2ccccc21)Nc1ccc(F)cc1,-4,1.3,-3,3.0,0,4,-0.6,3.9,0,-33,11
CCc1cccc(NC(=O)C2CCCN(S(=O)(=O)c3c(C)[nH]c(=O)[nH]c3=O)C2)c1 (stereo unspecified),2,0.6,-6,3.5,-18,14,-2.7,0.9,6,16,-13
CC(NC(=O)C(C)N1C(=O)c2ccccc2C1=O)c1ccccc1 (stereo unspecified),7,0.4,-1,1.0,-1,18,-4.0,-2.8,-1,4,-5
CC(C)c1csc(CN2CCC(n3nccc3NC(=O)Cc3ccccc3)CC2)n1,-1,0.9,-10,-0.9,9,8,-1.5,0.8,-5,-7,-14
CC1C(=O)N2CCCc3cc(NC(=O)COc4ccccc4)cc1c32 (stereo unspecified),7,0.8,1,-1.4,2,10,-1.6,1.9,-1,.,3
O=C(COc1ccc(/C=N/NC(=O)c2ccccc2)cc1)Nc1ccc([N+](=O)[O-])cc1,-2,1.6,-15,-0.7,-5,9,-1.6,-1.3,12,-15,162
COc1ccc(-c2c3c(=O)n(C)c(=O)n(C)c3cn2NC(C)=O)cc1,-9,-0.4,-1,1.9,-3,8,-1.7,1.3,0,-19,-3
COc1ccc(CC(=O)N(Cc2ccccc2)C(C)C)cc1,4,-0.6,8,2.1,0,9,-1.9,1.5,6,-2,-14
CCN1CCN(C(CNS(=O)(=O)c2ccc(OC)cc2)c2cccnc2)CC1 (stereo unspecified),0,-1.6,-1,-1.5,-3,10,-1.6,2.5,-11,-12,1
O=C1CC2(CCN(C(=O)COc3ccc(F)cc3)CC2)Oc2ccccc21,-5,1.6,-19,5.5,32,9,-1.9,0.3,9,19,269*

# Continuation:
SMILES,PKA-R2B activ,E coli growth,PKA-R1A activ,AddAB inh,HTR5A inv ag,MOR-DOR inv ag,OPRM1-OPRD1 ag,phage Ecoli inh,Tat transport,PfHsp90 set2,Mot1-301 SUMO
Cc1ccc(C(=O)Cn2nnc(-c3ccccc3)n2)cc1,-13,-1.8,1,5.8,25,5,-1.0,2.2,1,-12,24
O=[N+]([O-])c1ccc(OC(F)F)c(/C=N/n2cnnc2)c1,-3,-2.3,-8,-0.9,0,0,0.0,0.9,-4,14,-14
N#Cc1cccnc1N1CCN(C(=O)c2ccccc2)CC1,0,.,-6,.,-5,5,-1.1,2.5,1,3,66
CN1CCN(NC(=O)c2cccs2)CC1,-7,0.8,1,1.4,-9,1,-0.2,-1.3,4,8,-9
N#Cc1ccccc1CN1C(=O)c2ccccc2S1(=O)=O,0,1.7,-8,3.3,-25,10,-2.3,-4.5,-7,-16,-10
Cc1[nH][nH]c(=O)c1C=Nc1ccc(C(F)(F)F)cc1,-5,-3.6,4,3.0,-16,4,-0.5,3.1,-3,3,16
Cc1cc(=O)oc2cc(OCC(=O)OCC(=O)Nc3ccc4ccccc4c3)ccc12,-6,-0.8,-9,-2.0,-8,13,-2.9,2.0,-3,-10,.
O=C(CN1CCOCC1)Nc1ccc2c(c1)OCCO2,-2,-1.3,-6,3.6,25,11,-2.1,-0.2,1,5,-17
COc1ccc(CNC(=O)c2ccc(CNc3c(NC4CCCCC4)c(=O)c3=O)cc2)cc1,16,-1.0,6,-0.5,-16,8,-1.4,1.8,-1,-44,8
O=C(CC(c1ccccc1)c1ccccc1O)N1CCCCC1 (stereo unspecified),-8,1.8,-5,0.3,9,2,-0.5,0.5,-1,-1,135
O=C(COCc1cc(-c2ccc3c(c2)OCO3)on1)Nc1cccnc1Cl,6,-1.9,4,0.1,6,14,-2.7,2.9,4,-32,-7
COc1ccc2nc(SCC(=O)N3CCCCC3)c(C#N)cc2c1,-6,0.3,4,4.0,-22,9,-1.8,2.1,-16,-20,16
Fc1ccccc1C1c2cccn2CCN1C(=S)Nc1cccc(Br)c1 (stereo unspecified),-6,0.3,-5,-1.5,6,3,-0.6,2.2,-7,1,-8
CCNc1nc(NC(C)C)nc(N(C#N)CC(=O)OC)n1,7,2.2,-12,0.0,-8,5,-1.0,1.7,-6,-24,275
O=C(O)c1cc(-c2ccc(-c3c(-c4ccc5c(c4)OCO5)noc3-c3ccsc3)cc2)nc2ccccc12,5,-1.4,5,-0.6,-24,14,-2.4,1.7,14,-6,-5
OCc1ccccc1O[C@@H]1O[C@H](CO)[C@@H](O)[C@H](O)[C@H]1O,-1,0.5,-6,4.5,7,13,-2.6,2.5,-2,-1,-8
COc1ccc(OCC(=O)N(C)Cc2ccccc2)cc1,-7,1.4,5,0.1,22,9,-1.5,3.4,-5,17,6
Nc1nc(-c2cccs2)c(CC(=O)O)s1,3,-1.1,-5,0.0,6,12,-2.5,3.3,-10,23,-14
Cc1cc(C(=O)COC(=O)c2cccc(S(=O)(=O)N(C)C)c2)c(C)n1CC1CCCO1 (stereo unspecified),-6,.,-1,.,3,8,-1.2,-0.5,0,2,.
Cc1ccc(C)c(S(=O)(=O)Nc2ccc(O)c(C(=O)O)c2)c1,-3,1.5,-12,0.2,4,16,-3.2,0.8,-8,17,8
COc1ccc(OC)c(NC(=O)COC(=O)Cc2ccc(-c3ccccc3)cc2)c1,-12,0.9,7,3.3,-11,-7,1.2,0.7,10,-9,58
COc1cccc(-c2noc(CCCC(=O)N3CCOCC3)n2)c1,0,3.3,2,1.3,15,14,-2.8,1.5,-7,30,7
Cc1ccc(-n2cnnn2)cc1Cl,11,3.4,9,3.1,4,8,-1.5,5.8,-3,-15,2
NC(=O)c1ccsc1NC(=O)c1cc(=O)c2ccccc2o1,-1,-0.6,2,0.6,-22,12,-2.3,-0.7,-1,2,-15
N/C(Cc1ccc([N+](=O)[O-])cc1)=N\OC(=O)COc1ccccc1Cl,-2,-1.0,-7,-2.6,-3,11,-2.2,2.7,-11,-8,-1

# More structures.
SMILES,PKA-R2B activ,E coli growth,PKA-R1A activ,AddAB inh,HTR5A inv ag,MOR-DOR inv ag,OPRM1-OPRD1 ag,phage Ecoli inh,Tat transport,PfHsp90 set2,Mot1-301 SUMO
O=C(c1ccccc1Cl)c1c(O)c2ccccc2oc1=O,-12,-1.3,-9,-0.9,-5,11,-2.2,-1.0,0,-1,7
CCN1CCSc2ccc(C(=O)NCc3cc(Br)ccc3OC)cc21,-13,1.1,-10,0.9,-6,6,-1.2,2.5,-9,-22,-1
COc1ccc(-n2nnc3c(=O)n(Cc4ccccc4C)cnc32)cc1,-7,0.7,4,0.8,-9,12,-2.1,.,-6,-23,-6
CC(C)C[C@H]1CN=C(N(C)C)N1CC1CCCC1,0,0.3,1,1.9,-18,6,-1.1,3.1,1,-1,-4
CCOc1ccc(OCC(=O)Nc2ccc(OC)cc2)cc1,-16,0.9,-6,1.9,7,5,-0.9,2.9,-3,8,.
CN(C)c1ccc(/C=C/C#N)cc1,6,-2.1,-10,-0.8,2,10,-1.9,1.4,11,-2,9
CCCN(CC(=O)Nc1ccc(F)c(F)c1F)C(=O)CCc1nc2ccccc2c(=O)[nH]1,1,0.6,-12,3.2,0,9,-1.6,2.5,-3,-69,116
Cc1cccc(C(=O)Nc2sc(-c3ccccc3)cc2C(=O)O)c1,-4,2.3,-16,0.2,23,4,-0.8,0.1,3,1,-19
CCCc1[nH]nc2c1C(c1ccc(OC(=O)c3ccco3)cc1)C(C#N)=C(N)O2 (stereo unspecified),2,1.4,12,1.6,0,7,-1.3,1.8,?,43,5
CCn1cc(CN2CCN(Cc3ccc(OC)c(C)c3C)C(CCO)C2)c(C)n1 (stereo unspecified),3,-0.9,-15,1.0,1,9,-1.7,3.5,6,-23,-4
COc1cc2c(cc1OC)C(C(=O)N1CCCC1)C(c1ccccc1F)N(C)C2=O (stereo unspecified),1,-3.2,-10,2.0,2,2,-0.4,1.2,-5,15,-12
